UBC9 SUMO inh – inhibitors of in vitro SUMOylation cascade, primary screen, biochemical, HTRF, uHTS | inhibition, % at 35 µM | AID 2006, 2009 | hit rate 0.36% among 290,000 | SUMO-conjugating enzyme UBC9 (Homo sapiens), P63279 | HTRF SUMOylation assay, SAE1/SAE2 + UBC9; in the data active means inhibition above about 50%, passing the limit was not always enough; further: strong numbers were not always called active
IDE act – human IDE activators in live cells, primary screen, fluorescence polarization, HEK cells, FAbeta-B substrate | FAbeta-B cleavage; 0% vehicle, 100% cell-free pure enzyme wells | activation, % at 5.96 µM | hit rate 0.073% among 340,000 | AID 493087, 2011;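 active means activation above the mean of all tested compounds plus 3 SD, set per screening campaign, cut at about 17% in these data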
Target sequence (P14735 whole entry, looked up): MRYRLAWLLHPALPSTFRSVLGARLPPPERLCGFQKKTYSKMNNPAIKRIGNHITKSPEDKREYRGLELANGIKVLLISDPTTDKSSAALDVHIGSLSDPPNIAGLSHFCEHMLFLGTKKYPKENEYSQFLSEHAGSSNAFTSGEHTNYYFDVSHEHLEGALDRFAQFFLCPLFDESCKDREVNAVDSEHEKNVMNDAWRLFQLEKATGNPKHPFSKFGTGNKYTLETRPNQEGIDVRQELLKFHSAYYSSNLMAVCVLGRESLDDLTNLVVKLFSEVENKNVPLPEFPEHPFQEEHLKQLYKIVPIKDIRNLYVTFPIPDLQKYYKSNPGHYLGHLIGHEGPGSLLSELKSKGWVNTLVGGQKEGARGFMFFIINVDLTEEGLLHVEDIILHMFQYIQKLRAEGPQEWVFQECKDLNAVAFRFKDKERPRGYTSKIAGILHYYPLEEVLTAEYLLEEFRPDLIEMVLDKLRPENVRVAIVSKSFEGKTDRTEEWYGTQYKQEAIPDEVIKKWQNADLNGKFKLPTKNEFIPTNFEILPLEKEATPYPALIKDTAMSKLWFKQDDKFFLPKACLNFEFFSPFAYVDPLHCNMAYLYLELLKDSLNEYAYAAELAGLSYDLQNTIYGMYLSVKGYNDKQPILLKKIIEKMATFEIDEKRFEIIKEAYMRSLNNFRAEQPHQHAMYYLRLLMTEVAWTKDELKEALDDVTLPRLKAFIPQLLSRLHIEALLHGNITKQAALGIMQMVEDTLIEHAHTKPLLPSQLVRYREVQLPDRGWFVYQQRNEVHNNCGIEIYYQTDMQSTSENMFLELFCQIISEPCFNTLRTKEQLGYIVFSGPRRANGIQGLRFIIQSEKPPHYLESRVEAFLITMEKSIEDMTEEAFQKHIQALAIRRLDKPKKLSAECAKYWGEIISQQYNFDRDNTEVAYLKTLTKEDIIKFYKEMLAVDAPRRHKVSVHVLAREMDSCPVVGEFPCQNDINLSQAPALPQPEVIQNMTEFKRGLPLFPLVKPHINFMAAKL
CRFBP-R2 block – antagonists of CRF-BP/CRF-R2 complex, primary screen, cell-based, HEK293, calcium dye fluorescence, uHTS; AID 588475, 2011; inhibition, % at 11.8 µM; hit rate 0.59% among 350,000; CRF-induced calcium fluorescence;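 active means inhibition of the ligand-induced calcium signal above about 50% at the single tested concentration, limit read from the data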
NS3 helicase inh – inhibitors of HCV NS3 helicase, primary screen, biochemical, Cy5 molecular beacon fluorescence. NS3 helicase DNA unwinding. inhibition, % at 10.9 µM. hit rate 0.56% among 290,000. AID 1800, 2009;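 active means inhibition above the mean of all tested compounds plus 3 SD, set per campaign, cut at about 35% in these data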;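 further: 0% = DMSO wells and 100% = thioflavine S control wells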
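System: Hepatitis C virus NS3 helicase domain fragment enzyme | Reagent: Annealed dual-labelled DNA beacon duplex, ATP-started | Compound dosing: 10.9 µM single point, 0.8% DMSO | Incubation: 1 h reaction at 25 °C, ATP-initiated | Technique: Cy5 fluorescence | Evaluation: Percent inhibition from t60/t0 fluorescence ratio | Benchmarks: Low DMSO, high thioflavine S at 110 µM | Replication: Singlicate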
VIM-2 inh – VIM-2 metallo-beta-lactamase inhibitors, primary screen, biochemical, epi-absorbance readout, Pseudomonas aeruginosa enzyme | inhibition, % at 5.6 µM | hit rate 0.89% among 290,000 | AID 1527, 2009 | purified VIM-2, nitrocefin hydrolysis, epi-absorbance fluorescence;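 active means inhibition above the mean of all tested compounds plus 3 SD, cutoff set per screening run, cut at about 7.5% in these data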;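 further: red hydrolysis product quenches plate fluorescence so inhibitors raise well fluorescence; 0% = enzyme with DMSO and 100% = DMSO without enzyme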
GalR3 antagonist – GalR3 antagonists in HEK293 cells, primary screen, cell-based, fluorescence readout | Galanin receptor type 3 (Homo sapiens), O60755 | inhibition, % at 3 µM | HEK293 GalR3-CNG cAMP membrane potential fluorescence; galR3 body fused to GalR1 C-terminus | hit rate 0.44% among 360,000;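 active means inhibition above the screen-wide average plus 3 SD, cut at about 13% in these data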;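 further: forskolin and galanin both at EC90 stimulate the cells; cAMP rise reported by CNG channel membrane potential dye signal; 0% = forskolin plus galanin with DMSO and 100% = forskolin alone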
IDE inh – human IDE inhibitors in live cells, primary screen, fluorescence polarization, HEK cells, FAbetaB substrate | Insulin-degrading enzyme (Homo sapiens), P14735 | FAbetaB cleavage | inhibition, % at 5.59 µM | hit rate 0.41% among 320,000;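 active means percent inhibition above the average of all tested compounds plus 3 SD, set per screening campaign, cut at about 16% in these data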;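 further: IDE supplied by intact live HEK cells; FP after avidin binding of uncleaved biotin substrate so inhibition keeps polarization high; 0% = DMSO wells and 100% = 60 µM reference IDE inhibitor Ii1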
IMP-1 inhibitor – IMP-1 metallo-beta-lactamase inhibitors, primary screen, biochemical, epi-absorbance readout, Pseudomonas aeruginosa enzyme. metallo-beta-lactamase IMP-1 (Pseudomonas aeruginosa). purified IMP-1, nitrocefin hydrolysis, epi-absorbance fluorescence. inhibition, % at 5.6 µM. hit rate 0.45% among 290,000;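 active means inhibition above the mean plus 3 SD of all compounds in the same screening run, cut at about 4.5% in these data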;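 further: 0% = IMP-1 with DMSO and 100% = DMSO wells lacking enzyme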
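System: Purified IMP-1 | Read-out basis: Percent enzyme inhibition | Controls: IMP-1 with DMSO as 0%, enzyme-free DMSO as 100% | Replicates: One well per compound | Doses: 5.6 µM nominal single concentration | Detection: Epi-absorbance fluorescence, 480 nm excitation, 530 nm emission | Incubation: 25 °C, 15 min preincubation, 25 min reaction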
p-CIP stab down – p/CIP-EGFP fusion destabilizers, primary screen, fluorescence, F442A cells. Q05BA5. 16 h. decrease of EGFP signal, % at 10 µM. hit rate 0.01% among 290,000;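 active means EGFP signal decrease of at least 30% at 10 µM or well 3 SD below plate mean, unless failing retest; inactive means the rest, including hits failing retest or dose response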; further: some compounds called inactive have numbers as strong as hits; many of its hits are not listed in these tables
Starred values were filed as active, the others as inactive; · = no result given.

SMILES	UBC9 SUMO inh	IDE act	CRFBP-R2 block	NS3 helicase inh	VIM-2 inh	GalR3 antagonist	IDE inh	IMP-1 inhibitor	p-CIP stab down
O=C(Nc1cc(Br)ccc1O)C1CC(c2ccccc2Cl)=NO1 (stereo not given)	-15	-2	3	-12	0.9	-7	·	-0.2	2
COc1cccc(Nc2ncnc3sccc23)c1	4	-1	-2	9	1.7	-10	-2	-0.8	-7
CCCNC(=O)c1cc(S(=O)(=O)N2CCc3ccccc32)ccc1F	18	5	7	-6	-0.1	-2	5	-1.4	-6
CCC(c1nnnn1CS(=O)(=O)c1ccc(C)cc1)N1CCN(c2nc3ccccc3s2)CC1 (stereo not given)	16	-3	0	-24	2.3	-2	-10	-1.1	-9
Cc1[nH]n(-c2ccccc2)c(=O)c1-c1cccc(Cl)c1	-8	1	20	14	2.0	-1	1	-0.7	-2
Nc1cccnc1Sc1ccccc1	·	1	3	·	·	-5	3	·	·
Cc1cccc(Oc2nc(CN3CCOCC3)nc3sc4c(c23)CCCC4)c1	-2	4	-13	-8	0.8	-1	6	-3.9	-8
Cc1ccc(NC(=O)C2CCCN2S(=O)(=O)c2ccc(-c3ccc(=O)[nH]n3)s2)c(C)c1 (stereo not given)	12	2	2	5	-4.9	1	10	-2.8	5
CCn1nc(C(=O)NNC(=O)c2ccc(OC(F)F)cc2)c2ccccc2c1=O	·	0	0	·	·	-4	0	·	·
C=CCNC(=O)COc1ccccc1C#N	7	1	9	17	-0.6	-2	-5	-2.2	6
O=C(COc1ccc([N+](=O)[O-])cc1)Nc1ccncc1	5	6	5	-2	-3.1	-3	3	-2.5	-16
COc1cc(C(=O)NCCN2CCN(C(=O)c3cc(OC)c(OC)c(OC)c3)CC2)cc(OC)c1OC	-4	-6	-1	1	-0.5	-2	-4	-2.2	-12
O=C(NC1CC2CCCC(C1)N2S(=O)(=O)c1ccccc1)c1ccco1 (stereo not given)	24	-3	-11	6	-3.1	-1	1	-3.3	-17
Cc1nnc(SCC(=O)Nc2ccc(OC(F)F)c(Cl)c2)n(N)c1=O	·	-5	16	·	·	-6	7	·	·
O=C(c1cc(-c2ccc(Cl)c(Cl)c2)on1)N1CCCC1	-4	·	·	2	-0.5	·	·	-1.0	-18
Cc1ccc(/C=N/n2c(C)nnc2C)s1	4	6	-12	-8	0.2	-9	7	-2.1	6
CC1(C)Cc2c(cnn2-c2ccc(F)cc2)C(NC(=O)CCCN2CCCCC2=O)C1 (stereo not given)	-11	2	-5	-7	-0.1	-2	1	-2.3	-5
CCC1CCC2(CC1)NC(CO)(CO)CO2 (stereo not given)	19	0	-8	-15	-1.2	0	-3	-3.3	-4
CCOc1ccc(CC(=O)NNC(=S)NC2CCCCC2)cc1OCC	0	6	-1	6	-3.8	2	4	-3.2	-8
CCCCOc1ccc(C2C(C(=O)c3ccc(C)o3)=C(O)C(=O)N2Cc2ccco2)cc1 (stereo not given)	-1	1	·	69*	-3.2	-5	-3	-3.2	-7
O=S1(=O)CCOC[C@H](Cc2ccccc2)N1Cc1cccc(Cl)c1	·	-3	0	·	·	-4	2	·	·
Cc1cccc(NC(=S)NNC(=O)c2csc3c2CCCC3)c1	-169	-4	-9	-1	-6.1	-5	-1	-4.0	-3
CCCCN(C)CCNC(=O)C(=O)c1c(C)[nH]c2ccccc12	4	1	7	-5	0.3	-1	-1	-2.7	0
CCOC(=O)NN1C(=O)c2ccccc2NC1c1ccc(OC)c(OC)c1 (stereo not given)	19	7	9	2	-2.2	-6	0	-3.8	-2
CCc1cc2c(NCCC(=O)O)ncnc2s1	-8	1	-11	1	-2.4	4	6	-4.2	6
The list goes on.
SMILES	UBC9 SUMO inh	IDE act	CRFBP-R2 block	NS3 helicase inh	VIM-2 inh	GalR3 antagonist	IDE inh	IMP-1 inhibitor	p-CIP stab down
CCOC(=O)CC(NC(=O)Cc1cccs1)c1ccccc1Cl (stereo not given)	7	0	-5	4	-3.7	-6	8	-1.5	12
O=C(N/N=C/C=C\c1ccccc1[N+](=O)[O-])c1ccco1	-1	2	0	7	-2.7	-3	8	-3.6	-15
CCOC(=O)[C@H]1[C@H]2COc3ccc(C)cc3[C@@H]2N2C(=O)c3cc(Cl)ccc3NC(=O)[C@@]12C	·	0	-7	·	·	-2	7	·	·
CCCc1ncc(CN2CCC(C(=O)Nc3cccc(-c4cscn4)c3)CC2)cn1	14	-1	0	2	-0.1	2	-8	-2.5	3
O=C(CSc1nnc(-c2ccccc2)n1Cc1ccco1)Nc1ccc(S(=O)(=O)N2CCCC2)cc1	12	0	35	-16	-3.4	1	6	-1.7	-7
Cn1c(SCc2ccccc2)nnc1-c1ccc2c(c1)OCO2	25	2	-6	0	-3.0	5	-2	3.3	-8
CC1CN(C(=O)c2cccc(COc3ccc(Br)cc3)c2)CC(C)O1 (stereo not given)	-15	-7	9	6	-4.4	-1	2	-3.4	-8
CC(C)(C)NC(=O)/C=C/c1cccc(C(F)(F)F)c1	-16	5	-1	-3	-5.2	1	2	-3.3	1
CCOC(=O)c1c(C)[nH]c(C(=O)/C(C#N)=C/c2ccc(OC)c(OC)c2)c1C	16	-3	-52	20	-0.6	-3	1	1.3	-6
COc1cc(C2/C(=C(\O)c3ccc4c(c3)CC(C)O4)C(=O)C(=O)N2CCCn2ccnc2)cc(OC)c1OC (stereo not given)	-10	-2	-9	-12	-4.3	1	3	-1.8	7
N/C(Cc1nc(-c2ccc(F)cc2)cs1)=N\O	4	·	-7	4	-3.3	-5	-4	-3.4	-11
Cc1ccc2cccc(OCC(=O)NCc3ccco3)c2n1	22	7	5	0	3.1	-4	-5	0.2	-2
CCOC(=O)c1cnc2c(C(F)(F)F)cccc2c1NCCCN1CCOCC1	15	-4	-11	-11	20*	-12	-4	-0.5	-9
c1ccc(-c2csc(-c3ccc(-c4csnn4)cc3)n2)cc1	7	3	2	9	-2.7	1	0	-2.5	0
CCc1nc(SCc2cccnc2)c2c(=O)n(C)c(=O)n(C)c2n1	16	0	4	1	0.6	·	2	-3.7	5
CCOc1ccc2nc(SC(C)C(N)=O)[nH]c2c1 (stereo not given)	0	-5	-1	4	-4.3	0	2	-1.6	-4
CCSc1ncc(C)cc1[N+](=O)[O-]	-18	2	9	1	-3.0	-1	0	-1.1	-22
O=C(NCCc1ccccc1)C1CCN(Cc2ccccc2F)CC1	3	3	0	1	0.4	-4	-3	-0.6	-17
COc1ccc(/C(C)=N/NC(=O)CNC(=O)C2COc3ccccc3O2)c(OC)c1 (stereo not given)	-11	4	2	9	-2.9	-7	3	-3.6	-10
Cc1ccc([N+](=O)[O-])cc1N=Nc1c(-c2ccc([N+](=O)[O-])cc2)[nH]n(C(N)=S)c1=O	22	6	112*	1	-2.4	·	·	-1.5	-24
COc1ccc(F)c(CN2CCC(n3nccc3NC(=O)CCCc3ccccc3)CC2)c1	5	4	10	-26	-3.7	-4	1	-2.8	-9
O=C(COC(=O)c1cc[n+]([O-])cc1)Nc1cc([N+](=O)[O-])ccc1Cl	·	3	5	·	·	-4	-5	·	·
CC(C)c1onc(C(=O)NCc2ccc(F)cc2)c1[N+](=O)[O-]	0	2	12	2	-3.2	-11	-2	-3.4	-2
CC(=O)c1cccc(CN2CCc3ccc(NC(=O)C4CCCO4)cc3C2)c1 (stereo not given)	26	-1	-2	-7	-0.8	-3	-2	-2.4	5
CC(=O)N1CC2(CC(=O)OC(C)C)CN(C(C)=O)CC(CC(=O)OC(C)C)(C1)C2=O	4	2	10	-1	-0.9	-3	·	-2.6	-14
The list goes on.
SMILES	UBC9 SUMO inh	IDE act	CRFBP-R2 block	NS3 helicase inh	VIM-2 inh	GalR3 antagonist	IDE inh	IMP-1 inhibitor	p-CIP stab down
CCNc1ccc2c(Cl)cc(=O)oc2c1	12	-1	-4	4	-0.8	0	1	-5.0	-1
CCN(CC)S(=O)(=O)c1ccc(Cl)c(NC(=O)c2ccccc2C)c1	1	0	22	-1	-0.5	-3	-1	0.1	2
O=C(Nc1ccc(N2CCCCC2)c(Cl)c1)c1cccnc1	6	2	-30	-5	-3.7	-2	10	-2.9	-11
COC(=O)c1ccc(C2c3c(oc4ccc(F)cc4c3=O)C(=O)N2CCO)cc1 (stereo not given)	10	-2	-13	-10	-3.0	-1	5	-2.2	-12
Cc1ccc2c(c1)N(Cc1cccc(Cl)c1)C(=O)c1cccnc1O2	16	-5	11	-1	-1.6	-6	-7	-1.9	2
CCn1c2ccc(C)cc2c2nnc(SCCN3CCCCC3)nc21	-6	-1	7	-7	26*	-13	1	-4.1	-4
CS(=O)(=O)N1CCc2nc(-c3ccccc3)sc2C1	16	0	7	-13	-0.3	-6	2	-2.6	-1
NC(=S)NC1CC2C=CC1C2 (stereo not given)	10	8	5	3	2.1	-3	3	-0.4	-2
COc1cc(C2/C(=C(/O)c3ccc(OCC(C)C)cc3)C(=O)C(=O)N2CCN(C)C)ccc1O (stereo not given)	7	3	1	-4	0.3	3	-1	-3.4	-18
Cc1cccc(NC(=O)CCN2C(=O)c3ccccc3S2(=O)=O)c1C	-2	6	8	-2	0.4	·	-2	-2.4	-5
O=C(Cn1c(=O)c2c(ncn2C2CCCC2)n(Cc2ccccc2)c1=O)N1CCc2ccccc21	-6	3	7	-6	-3.0	-4	2	-3.1	-4
O=C(COC(=O)CCCC1=NS(=O)(=O)c2ccccc2N1)Nc1ccc(Br)cc1	-11	1	-1	-2	-0.2	2	5	-1.6	5
CC(C)C(=O)NC(=S)Nc1ccccc1F	10	-3	-2	-1	-1.8	-6	-2	-0.7	-1
COC(=O)CN(c1cccc(F)c1)S(C)(=O)=O	17	0	-5	-9	-2.9	-2	0	-3.0	1
CN1C(C(=O)Nc2cccc(O)c2)=CC(c2ccco2)=NS1(=O)=O	-6	-3	23	5	0.1	-3	2	-4.7	2
COc1ccc2[nH]c(=O)c(CN(C(=O)c3cccnc3)c3ccc(C)cc3)cc2c1	23	-3	-13	14	-3.5	-3	2	-0.7	-12
CCOC(=O)c1c(C)[nH]c(C(=O)CSc2nnc(-c3cccs3)n2Cc2ccccc2)c1C	18	-6	15	2	-3.0	-7	13	-0.7	-3
CCOCCn1[nH]c2ccccc2c1=O	·	-3	7	·	·	-7	2	·	·
